# High-throughput results deposited in PubChem by The Scripps Research Institute Molecular Screening Center.
# TCR CD3 inh: inhibitors of human TCR-CD3 interaction, primary screen, biochemical, fluorescence, TAMRA-labeled TCR probe | T-cell receptor (TCR) | inhibition, % at 9.4 µM | 0.37% of 360,000 active; in the data active = inhibition above about 19%;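 also: recombinant mutant TCR 2C K166C tagged with TAMRA read by polarization; 0% = receptor in buffer alone and 100% = receptor with positive control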
# TDP2 inh: human TDP2 enzyme inhibitors, primary screen, biochemical, epi absorbance, recombinant enzyme | inhibition, % at 12.8 µM | T5PNP hydrolysis, p-nitrophenol absorbance 415 nm | AID 720702, 2013 | Tyrosyl-DNA phosphodiesterase 2 (Homo sapiens), O95551 | 0.34% of 370,000 active;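 active = inhibition above the mean of all tested compounds plus 3 SD, set per campaign, cut at about 25% in these data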;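 also: 0% = DMSO with enzyme and 100% = buffer with substrate but no TDP2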
#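 test system = human TDP2 enzyme | input = TDP2 enzyme at 120 nM final | medium = 50 mM Tris-HCl pH 7.5 with Mg2+, KCl, DTT, BSA | also added = T5PNP substrate, 5 mM | times = 2 h at 37 °C | technique = epi absorbance | benchmarks = high control without enzyme, low control DMSO plus TDP2 | replication = each compound tested once, singlicate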
# SIAE inh: human SIAE inhibitors, primary screen, biochemical, fluorescence polarization, FP-Rh probe, 1536-well HTS | SIAE FP-Rh probe binding | inhibition, % at 9.66 µM | 0.69% of 370,000 active;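 active = inhibition above a cutoff: mean of compounds within the control limits plus 3 SD of those, cut at about 17% in these data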;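 also: 0% = plate median of compound wells and 100% = probe without SIAE protein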
# Target sequence (Q9HAT2 whole entry, looked up): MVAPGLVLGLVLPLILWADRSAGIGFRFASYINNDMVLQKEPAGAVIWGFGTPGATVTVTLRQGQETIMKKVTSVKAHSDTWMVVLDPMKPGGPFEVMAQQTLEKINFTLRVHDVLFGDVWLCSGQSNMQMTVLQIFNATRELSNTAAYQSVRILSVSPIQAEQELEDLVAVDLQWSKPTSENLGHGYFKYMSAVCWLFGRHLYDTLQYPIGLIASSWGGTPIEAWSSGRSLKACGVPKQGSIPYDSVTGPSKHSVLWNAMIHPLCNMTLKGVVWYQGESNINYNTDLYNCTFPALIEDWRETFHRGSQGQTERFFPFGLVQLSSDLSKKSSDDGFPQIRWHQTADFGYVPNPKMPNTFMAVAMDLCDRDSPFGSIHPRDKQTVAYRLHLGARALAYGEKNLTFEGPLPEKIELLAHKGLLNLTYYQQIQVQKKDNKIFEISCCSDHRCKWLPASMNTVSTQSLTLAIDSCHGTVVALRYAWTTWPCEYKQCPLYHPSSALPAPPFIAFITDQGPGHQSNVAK
# proKLK7 act: proKLK7 zymogen activators, primary screen, biochemical, fluorescence intensity; 0.9% of 370,000 active; purified proKLK7, EDANS-DABCYL substrate fluorescence; 100% is mature enzyme control, 0% vehicle; activation, % at 7 µM;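 active = activation above the mean of all tested compounds plus 3 SD, computed per campaign excluding outliers beyond control limits, cut at about 13% in these data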
# Target sequence (P49862 whole entry, looked up): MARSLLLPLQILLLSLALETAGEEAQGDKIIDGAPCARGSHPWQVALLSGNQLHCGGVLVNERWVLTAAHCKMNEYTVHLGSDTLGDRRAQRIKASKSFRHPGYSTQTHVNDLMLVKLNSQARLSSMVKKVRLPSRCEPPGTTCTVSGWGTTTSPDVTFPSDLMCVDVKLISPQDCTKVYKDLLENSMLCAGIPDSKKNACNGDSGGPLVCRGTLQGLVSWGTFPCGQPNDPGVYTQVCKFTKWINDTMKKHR
# Tn7 DDE FP: inhibitors of Tn7 peptide binding to fibrin DD(E), primary screen, biochemical, fluorescence polarization, human fibrin, Tn7 probe. Fibrinogen beta chain (Homo sapiens), P02675. FP displacement of FITC-Tn7 peptide from fibrin DD(E); 0% = median of compound wells per plate. inhibition, % at 8.3 µM. 0.13% of 370,000 active. AID 720508, 2013;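 active = inhibition above the mean of compounds falling within the control limits plus 3 SD of them, cut at about 14% in these data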;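 also: 0% = plate median of compound wells and 100% = 10 µM Aha-Tn7 peptide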
#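 Assay system: Human fibrin DD(E) protein | Medium: Tris buffer with calcium and detergent, pH 7.8 | Reagent: 0.1 µM fluorescent Tn7 | Compound dosing: Single point at 8.3 µM | Times: 10 min preincubation, 3 h with tracer, room temperature | Detection: Fluorescence polarization of the labelled Tn7 tracer | Controls: Aha-Tn7 high control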
# PRMT1 inh: PRMT1 methyltransferase inhibitors, primary screen, biochemical, fluorescence polarization; 1.3% of 370,000 active; Protein arginine N-methyltransferase 1 (Homo sapiens), Q99873; recombinant PRMT1, activity-based probe fluorescence polarization; inhibition, % at 2.79 µM;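 active = inhibition above about 21% made by adding two undisclosed values, limit read from the data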
# LEDGF integ inh: blockers of LEDGF/p75-dependent integrase strand transfer – biochemical, TR-FRET, high throughput, primary screen; HIV-1 integrase (with human LEDGF/p75); TR-FRET IN-LEDGF/p75 DNA integration, Eu/Cy5; inhibition, % at 3.7 µM; 0.64% of 370,000 active;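 active = inhibition above the screen-wide mean plus 3 SD, cut at about 13% in these data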;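 also: signal is the Cy5 over europium emission ratio at 671 and 618 nm; 0% = plate median of compound wells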
# UHRF1 MBD2 ctr: UHRF1 methylated DNA binding inhibitors, primary screen, counter-screen for MBD2 inhibitor project, biochemical, TR-FRET, human UHRF1, single concentration; E3 ubiquitin-protein ligase UHRF1 (Homo sapiens), Q96T88; UHRF1 binding to methylated oligo; inhibition, % at 4.4 µM; 0.75% of 370,000 active; in the data active = inhibition above about 21%;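 also: UHRF1 SRA domain binding a hemimethylated CpG hairpin DNA probe; 0% = median of test compound wells and 100% = reference inhibitor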
# MBD2 inh: inhibitors of MBD2 binding to methylated DNA, primary screen, biochemical, TR-FRET, DNA-binding domain, human | Methyl-CpG-binding domain protein 2 (Homo sapiens), Q9UBB5 | MBD2 binding to methylated oligonucleotide | inhibition, % at 4.4 µM | 0.31% of 370,000 active; in the data active = inhibition above about 13%
# Tn6 DDE FP: inhibitors of Tn6 peptide binding to fibrin DD(E), primary screen, biochemical, fluorescence polarization, human fibrin, Tn6 probe. Fibrin DD(E) TRITC-Tn6 fluorescence polarization displacement. inhibition, % at 8.3 µM. 0.21% of 370,000 active. AID 720509, 2013;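 active = inhibition above a per-campaign cutoff: mean of compounds within control limits plus 3 SD, cut at about 15% in these data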;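 also: 0% = median of all compound wells on the plate and 100% = blocking peptide control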
# Numbers without * were called inactive; . = not tested or not shown.
SMILES,TCR CD3 inh,TDP2 inh,SIAE inh,proKLK7 act,Tn7 DDE FP,PRMT1 inh,LEDGF integ inh,UHRF1 MBD2 ctr,MBD2 inh,Tn6 DDE FP
CCOC(=O)CN(C(=O)COc1nc(-c2ccccc2)cc(C)c1C#N)c1ccccc1C,8,-11,-2,0.1,-5,-3,6,-2,0,-3
CCN(CC)Cc1c(C(=O)N/N=C/c2ccc(C)o2)nnn1-c1nonc1N,-1,-6,4,0.4,-1,-3,8,3,2,-4
CC(=NNC(=O)c1ccncc1)c1ccccc1O,0,14,2,0.4,3,-2,-7,-1,1,2
CCCCC[C@H](C)N1C[C@H](COCc2ccccc2)Oc2cc(N3CCC[C@H]3COC)ccc2S1(=O)=O,0,-13,-3,1.4,-4,-9,3,-1,0,-2
COCCCNC(=O)/C(C#N)=C/c1cc(C)[nH]c1C,-7,-14,1,0.5,-1,-9,0,-2,-5,1
CC(C)(C)NC(=O)C1c2ccccc2OCC(=O)N1C1CC1 (stereo not given),-5,-6,-1,-0.1,-4,-3,1,2,-2,6
CC1COc2ccccc2N1S(=O)(=O)c1ccc(Cl)cc1 (stereo not given),-4,-7,-3,0.0,-7,0,5,3,-2,3
COc1ccc(C2=C(C)CC(C)(C)NC2=O)cc1OC,6,-9,1,0.1,-4,-5,-1,-3,2,-11
COC(=O)c1ccccc1NC(=O)c1cccc(NC(=O)c2ccc(Br)o2)c1C,3,3,5,0.2,2,0,-2,-2,1,1
NC1=NC[C@H](Cc2ccc(O)cc2)N1CCCCC1CCCCC1,2,-11,-3,-0.3,-1,-2,-1,-3,0,-12
CCOC(=O)c1c(-c2ccc(C)o2)csc1NC(=S)NC(=O)N(C)C,-5,1,4,0.4,1,80*,3,-2,-5,-2
O=C(CSc1nnc(-c2ccncc2)o1)Nc1cccc(Cl)c1,-2,6,5,0.3,1,8,-5,3,4,1
CCOc1ccc(CCNC(=O)c2ccc(CS(=O)Cc3cccc(Cl)c3)o2)cc1 (stereo not given),4,3,-1,0.8,-3,0,1,0,6,0
O=C(NNc1ncc(C(F)(F)F)cc1Cl)c1ccc(Cl)c(Cl)c1,1,-6,0,0.1,-2,-6,5,3,2,0
CCOC(=O)CSc1nnc(-c2ccc(NS(=O)(=O)c3ccc(C)cc3)cc2)o1,-7,8,-3,-0.1,0,3,-2,1,3,2
COC(=O)c1[nH]c2ccc(F)cc2c1NS(=O)(=O)c1ccc(OC)cc1,3,-9,1,-1.3,0,-1,2,-4,-7,4
CC1(C)NC(=O)N(CNc2cc(Cl)ccc2Cl)C1=O,1,3,5,0.4,4,-1,-1,20,8,-1
Cc1cc(N2CCN(C)CC2)nc2ccc(NC(=S)NCc3cccs3)cc12,3,6,1,2.8,2,0,-2,-5,-1,0
O=C(NCc1ccccc1F)c1cccc(S(=O)(=O)N2CCCCC2)c1,-3,3,1,0.3,2,4,5,5,1,7
CCCn1c(SCC(=O)Nc2nnc(C(C)C)s2)nc2c1c(=O)n(C)c(=O)n2C,0,4,4,0.4,-4,-2,0,-1,3,8
COC(=O)/C=C/c1ccc(OC(=O)OC)c(OC(=O)OC)c1,9,2,3,0.3,-3,-3,-2,-4,3,9
N#C/C(=C/c1ccccc1)C(=O)OCC(=O)Nc1ccccc1[N+](=O)[O-],-1,-7,2,-0.3,-3,-2,1,-1,-4,-10
COC(=O)C1=C(C)N(C2CCCCC2)C(=O)/C1=C\c1cccs1,-2,7,1,-0.6,-2,1,-1,53*,-4,3
COc1ccc(COCC(O)CN(Cc2ccccc2)C(C)C)cc1OC (stereo not given),7,-6,8,0.0,-5,-3,4,-1,5,0
COc1cccc(NC(=O)COC(=O)c2ccccc2C(=O)N(C)c2ccccc2)c1,1,8,-6,0.2,2,0,3,-2,-1,-6
# Next part:
SMILES,TCR CD3 inh,TDP2 inh,SIAE inh,proKLK7 act,Tn7 DDE FP,PRMT1 inh,LEDGF integ inh,UHRF1 MBD2 ctr,MBD2 inh,Tn6 DDE FP
C[C@H]1[C@@H](OC(=O)NCc2cccs2)CC[C@@]23CCCN2C(=O)CCC[C@@H]13,.,2,-2,.,3,-1,-2,-4,0,5
CCN(CC)CCCC(C)NC(=O)c1c(NC(=O)c2ccccc2)sc2c1CCCC2 (stereo not given),5,-12,10,0.4,-2,-7,2,2,-3,-2
CCOC(=O)c1sc(NC(=O)C(OC(C)=O)c2ccccc2)nc1C (stereo not given),-6,0,2,0.2,1,0,-3,0,-4,-6
CCCCN(Cc1ccccc1)S(=O)(=O)c1cc(Br)cc2c1N(C(C)=O)C(C)C2 (stereo not given),3,-18,-11,-0.3,-1,-1,-1,0,4,0
O=C(COC(=O)C1CCC1)Nc1cccc(S(=O)(=O)N2CCOCC2)c1,6,-5,-7,0.2,9,-1,2,-1,-2,0
Cc1ccc(Oc2ccc(-c3nc(N)nc(N)n3)cc2)cc1C,-3,-12,-11,0.2,-7,1,-2,0,-6,-14
CS(=O)(=O)NCCCCCCNS(C)(=O)=O,4,5,17*,-0.1,1,-4,2,2,-7,2
C[C@H](O)[C@@H]1CN2CCc3c([nH]c4c(-c5ccc6c(c5)OCO6)cccc34)[C@@H]2C[C@@H]1N(C)C(=S)NCCc1ccccc1,.,8,0,-2.0,-2,-4,5,-2,-3,-5
Fc1ccccc1NC(=S)NCCc1cccc(Cl)c1,3,-5,-5,-0.3,4,1,1,0,-3,-1
NS(=O)(=O)c1cccc(NC(=O)COC(=O)Cc2ccc(S(=O)(=O)N3CCCCC3)s2)c1,-8,7,-7,-0.1,-8,1,3,-2,-2,-5
COc1ccc(CCn2c(=N)c(C(=O)NC3CCCC3)cc3c(=O)n4ccccc4nc32)cc1,-3,-6,-1,0.3,0,3,-9,-4,-4,2
CCN(CC)S(=O)(=O)c1ccc(NC(=O)COC(=O)c2c[nH]c(=O)[nH]c2=O)cc1,-3,-23,-2,0.5,-2,4,6,4,-2,7
Cc1[nH]c2ccccc2c1/C=N/NC(=O)c1cccs1,-11,4,11,0.2,1,-2,0,0,-4,7
C=CC#CC[N+]1(CC#Cc2ccccc2)CCOCC1,11,-4,8,-0.1,-52,-7,-5,18,20*,-2
Cc1cccc2cc(C(c3nnnn3C(C)(C)C)N3CCN(C(=O)c4ccco4)CC3)c(=O)[nH]c12 (stereo not given),3,0,-3,1.2,7,6,-5,-2,-6,-1
CCCS(=O)(=O)NC(=O)C1(C)CCN(C(=O)COc2ccccc2)C1 (stereo not given),-8,-6,6,0.0,-5,-3,0,0,2,-2
COc1ccc(NC(=O)Nc2cc(NC(=O)Nc3ccc(OC)cc3)c(C)nc2C)cc1,5,1,-1,-0.4,-1,1,-6,16,3,0
C=CC[C@@H](CC(=O)N(CCO)Cc1ccccc1)C(=O)NCCOC(=O)[C@@H](CC=C)Cc1ccc(F)cc1,0,-8,-4,0.1,6,-7,4,-2,-6,-3
CC(C)c1ccc(C2c3[nH]c4ccccc4c3C[C@H]3C(=O)N(c4ccccc4C(=O)N4CCC[C@H]4C(=O)O)C(=O)N23)cc1 (stereo not given in full),7,-8,-18,1.1,-8,-2,4,2,-1,-4
O=C(O)CCC(=O)Nc1ccc(N2CCOCC2)cc1,-4,20,-3,0.9,-2,2,17*,-5,0,-5
CCCCN(C(=O)COC(=O)C1(c2ccccc2)CC1)c1c(N)n(CCC)c(=O)[nH]c1=O,-4,-7,2,-0.1,2,-2,2,1,-2,-4
CCN(CCO)c1cc(Cl)nc(SC)n1,8,5,0,0.0,3,3,3,0,0,2
O=C(Nc1ccc2c(c1)OCCO2)c1cccs1,9,-6,4,-0.1,-4,-2,0,-2,-4,-3
CCOc1ccc(NC(=O)CN(C)C(=O)CN2C(=O)NC3(CCCC3)C2=O)cc1OCC,8,9,-2,-0.1,4,-3,-2,1,0,1
Cc1nc2c(N=Nc3ccccc3F)c(N)nn2c(N)c1C#N,-2,-7,-6,0.0,1,4,-1,2,-1,-10
# New compounds follow.
SMILES,TCR CD3 inh,TDP2 inh,SIAE inh,proKLK7 act,Tn7 DDE FP,PRMT1 inh,LEDGF integ inh,UHRF1 MBD2 ctr,MBD2 inh,Tn6 DDE FP
O=C(Nc1ccc2c(c1)oc1ccccc12)c1ccc(Br)o1,7,-2,-14,-20,7,0,-1,-2,1,-13
COc1cccc(/C=C/C(=O)OCC(=O)Nc2cc(C(F)(F)F)ccc2Cl)c1,9,7,-11,-0.7,-3,0,3,0,-3,7
COC(=O)c1nc(-c2ccc(C)cc2)[nH]c1C(C)(C)C,-4,2,0,-0.6,-2,2,-3,2,1,6
CCNC(=O)COc1ccc(/C=N/NC(=O)c2cccnc2)cc1OC,-2,2,-1,1.1,5,3,0,3,-1,-4
Cc1ccc(NC(=O)c2ccc(N/N=C/c3cccc(O)c3)c([N+](=O)[O-])c2)cc1,-11,-1,-9,-0.1,4,2,-2,2,3,-6
Cc1ccc2[nH]c(=O)c(-c3noc(CC(C)C)n3)cc2c1,2,2,4,9.8,-1,-4,1,-1,-7,4
Cn1c(=O)oc2cc(C(=O)c3ccccc3)ccc21,-1,-8,4,0.5,2,2,0,1,-1,0
COC(=O)[C@H](c1ccccc1Cl)N1CCc2sccc2C1,5,2,-5,0.2,3,2,-2,-2,-3,1
COc1cccc(CNc2ccc3[nH]c(=O)[nH]c3c2)c1OCc1ccc(F)cc1,-2,4,4,0.6,-1,16,-3,0,-3,-1
CCn1c(-c2ccccc2)c(C(=O)CCl)c2ccccc21,4,-1,2,-0.1,-2,1,0,-2,1,4
CC1Cc2ccccc2N1C(=O)CSc1nnc(Cc2ccccc2)n1CCc1ccccc1 (stereo not given),8,-15,-1,-0.5,2,0,-3,0,0,-4
COc1ccc(C(CNC(=O)c2cccc(S(=O)(=O)Nc3ccc(F)cc3)c2)N2CCCCC2)cc1 (stereo not given),-5,5,16,0.3,0,-5,1,-4,-2,-2

# Ordered by molar mass (rising): part of the list above.
SMILES,TCR CD3 inh,TDP2 inh,SIAE inh,proKLK7 act,Tn7 DDE FP,PRMT1 inh,LEDGF integ inh,UHRF1 MBD2 ctr,MBD2 inh,Tn6 DDE FP
COC(=O)c1nc(-c2ccc(C)cc2)[nH]c1C(C)(C)C,-4,2,0,-0.6,-2,2,-3,2,1,6
O=C(Nc1ccc2c(c1)oc1ccccc12)c1ccc(Br)o1,7,-2,-14,-20,7,0,-1,-2,1,-13
Cc1ccc(NC(=O)c2ccc(N/N=C/c3cccc(O)c3)c([N+](=O)[O-])c2)cc1,-11,-1,-9,-0.1,4,2,-2,2,3,-6

# An unsorted share of the library, and some 4.6% of all compounds hit somewhere here.
